# High-throughput results: PubChem BioAssay, several laboratories
# MgcRacGAP inhibition: MgcRacGAP GTPase-activating activity inhibitors, confirmation, biochemical, ADP Hunter fluorescence; 340,000 tested, 0.6% active; MgcRacGAP-stimulated Rac1 GTP hydrolysis, ADP Hunter fluorescence; higher % means a stronger effect; GST-tagged Rac1 F28L mutant substrate; one-dose inhibition, % at 30 µM; IC50 in µM for titrated hits;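 active means first-screen hits whose inhibition reached a set limit at any dose in the follow-up dose series; inconclusive means inhibition above the set first-screen limit but never retested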;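 further: fluorescence reports GDP produced by GAP-driven GTP hydrolysis; strong numbers were not always called active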
# Large T inhibition: TAg ATPase/helicase activity blockers – biochemical (AID 1903) | SV40 large T antigen ATPase/helicase inhibition assay; higher % means a stronger effect | inhibition, % at 20 µM; hits with a dose series show IC50 in µM | 310,000 tested, 0.39% active; in the data active means a potency from the dose series; inconclusive means inhibition mostly from about 32% at the one dose, without a potency; inactive means the rest, 99 in 100 with inhibition below about 32%; further: strong numbers were not always called active
# RSV antiviral HEp-2: inhibition of RSV-induced cytopathic effect – HEp-2 cells, primary 10 µM value included (AID 2391) | HEp-2 cells, RSV-induced CPE inhibition; higher % means a stronger effect | CPE inhibition, % at 10 µM; hits with a dose series show IC50 in µM | 310,000 tested, 0.13% active; in the data active means a potency from the dose series; inconclusive means CPE inhibition mostly from about 23% at the one dose, without a potency; inactive means the rest, 99 in 100 with CPE inhibition below about 21%; further: strong numbers were not always called active
# PhoP inhibition: PhoP-dependent GFP reporter repression – Salmonella Typhimurium, primary screen (AID 1863); one-dose inhibition, % at 50 µM; IC50 in µM for titrated hits; 300,000 tested, 0.16% active; S. Typhimurium PhoP-regulated promoter GFP reporter, 4 h; higher % means a stronger effect;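 active means inhibition over 29.93%, a cutoff 3 SD above the screen mean, later confirmed by dose response; inconclusive means inhibition over 29.93% but no dose response follow-up; inactive means inhibition at most 29.93% or unconfirmed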;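 further: 0% = low Mg2+ inducing control and 100% = high Mg2+ repressing control; strong numbers were not always called active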
# TNAP activators: human TNAP enzyme activators, primary screen, biochemical, luminescent, no phosphate acceptor, uHTS (AID 1001) | purified TNAP, luminescent activation assay, no phosphate acceptor; higher activation fold means a stronger effect | 200,000 tested, 0.03% active | one-dose activation fold at 20 µM; EC50 in µM for titrated hits; in the data active means activation fold from about 3, or a potency from the dose series; inactive means the rest, 99 in 100 with activation fold below about 1.6; further: many of its hits are not listed in these tables
# UTI89 phage lysis: protection from phage-mediated lysis, alamar blue read-out – E. coli UTI89, K1F phage, bacterial capsule biogenesis inhibitors (AID 488966); E. coli UTI89 K1F phage lysis, alamar blue, 2 h; higher % means a stronger effect; inhibition, % at 100 µM, or IC50 in µM where a hit was titrated; 340,000 tested, 0.02% active;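 active means phage lysis inhibition, versus mean bacterial control, above a set limit; inconclusive means no clear call, values can overlap the other calls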;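 further: capsule biogenesis inhibitors block K1F phage lysis so surviving cells raise fluorescence; higher fluorescence means more inhibition of phage lysis; actives were called in the ten point dose series up to 300 µM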
# NTR1 agonist: NTR1-driven beta-arrestin-GFP spot formation – imaging, U2OS cells, high content, primary screen (AID 493036); P30989; agonist mode; activation, % at 20 µM; 330,000 tested, 0.17% active;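 active means activation at or above 40% of the spot to cytoplasm intensity ratio, with at least 20 cells analyzed; inconclusive means wells under 20 cells, flagged as cytotoxic or low count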;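 further: 0% = DMSO without peptide and 100% = 100 nM NTR1 peptide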
# Target sequence (P30989 whole entry, looked up): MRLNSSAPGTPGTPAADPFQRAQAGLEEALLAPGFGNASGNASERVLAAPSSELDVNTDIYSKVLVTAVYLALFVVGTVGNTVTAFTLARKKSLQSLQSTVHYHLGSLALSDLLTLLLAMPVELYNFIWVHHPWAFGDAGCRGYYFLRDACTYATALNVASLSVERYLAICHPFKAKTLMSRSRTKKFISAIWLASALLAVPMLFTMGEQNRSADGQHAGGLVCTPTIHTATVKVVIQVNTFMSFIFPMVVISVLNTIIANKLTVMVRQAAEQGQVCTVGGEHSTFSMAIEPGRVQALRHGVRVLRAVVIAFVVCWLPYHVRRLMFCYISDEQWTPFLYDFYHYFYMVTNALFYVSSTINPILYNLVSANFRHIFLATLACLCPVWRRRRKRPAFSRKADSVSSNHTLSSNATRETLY
# T cell HTS: T cell immune modulators affecting CD8 T cell-vesicle binding; 330,000 tested, 0.068% active; calls only at 7 µM; 2C CD8+ T cell-vesicle binding, flow cytometry; hits give low values;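 active means response, share of CD8 T cells binding vesicles, and their 90th percentile fluorescence all below set limits, cut at about 80% in these data, passing the limit was not always enough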
#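 Benchmarks: naked versus QL9-loaded vesicles / Assay system: purified 2C TCR transgenic mouse naive CD8+ T cells / Technique: high-throughput flow cytometry with anti-B7-1 and anti-CD8 staining / Timing: Cell–vesicle co-incubation 1.5 h at 37 °C, staining 20 min on ice / Read-out: percent CD8+ FL2 mean versus row control / Probe or stimulus: QL9-loaded Drosophila micro-vesicles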
# Myeloid diff 2: promotes myeloid progenitor differentiation. ER-HoxA9 myeloid progenitors, lysozyme-GFP differentiation, flow cytometry. calls only at 10 µM. 360,000 tested, 1% active. AID 624256;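 active means normalized GFP-positive differentiation at or above the plate's own cutoff, the solvent-only control mean plus 3 SD; inconclusive means no clear call, values can overlap the other calls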;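 further: cells exposed to compound for four days before flow analysis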
# T cell HTS vesicle-bound %: also measured in T cell HTS; calls as there; double positive events, %; measured here: CD8+ vesicle-bound cell fraction;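 binding gate set so that unloaded-vesicle control wells show 10% double positive cells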
# NTR1 agonist cell count 20 µM: further read-out of NTR1 agonist, marked with its call; cell count; measured here: cell count, cytotoxicity flag
# Myeloid diff 2 GFP+ MAC1+ %: second read-out of Myeloid diff 2, no call of its own (marks repeat the call); GFP+ MAC1+ double positive, %; measured here: differentiation confirmed by MAC1 staining
# * marks the source's active call; other numbers are inactive results; i = inactive; ? = inconclusive; nt = no result given; + = active, no number; [ ] = dose if it differs, or a comment. Outcome played no part in choosing rows; about 2.3% have a hit in one of these screens.
SMILES,MgcRacGAP inhibition,Large T inhibition,RSV antiviral HEp-2,PhoP inhibition,TNAP activators,UTI89 phage lysis,NTR1 agonist,NTR1 agonist cell count 20 µM,T cell HTS,T cell HTS vesicle-bound %,Myeloid diff 2,Myeloid diff 2 GFP+ MAC1+ %
COc1ccc(S(=O)(=O)/N=C2/NC(=O)/C(=C\c3cc(OC)c(OC)cc3[N+](=O)[O-])S2)cc1,9%,32%,0.5%,-4%,1,-0.4%,1.1,64,i,38,i,0.5
CCc1nc(SCC(=O)c2ccccc2)c2c(=O)n(C)c(=O)n(C)c2n1,13%,23%,0.2%,-2%,nt,1.3%[50 µM],12,50,i,43,i,0.1
O=C1OCC=C1NNC(=O)c1cccnc1,3%,6%,2.2%,1%,1,0.0%,0.8,39,i,8,i,0.6
Cc1ccc(NC(=O)C2CCC(CNc3c(N4CCC(C)CC4)c(=O)c3=O)CC2)cc1F (centres undefined),11%,5%,0.4%,-8%,nt,-0.1%,2.6,63,i,31,i,1.2
CN(CC(=O)NC(=O)NCc1ccccc1)Cc1ccc(Cl)c(Cl)c1,6%,7%,?,-10%,1.1,-0.3%,2.2,45,i,56,i,1.0
COc1cccc(OC)c1-c1nn2c(-c3ccccc3Cl)nnc2s1,11%,11%,5.5%,2%,1,6.6%,-2.0,94,i,35,i,0.8
CCOC(=O)C(C)On1c(-c2ccc(Cl)cc2)nc2ccc([N+](=O)[O-])cc21 (centres undefined),13%,1%,3.2%,-14%,1,0.6%,27,46,i,36,i,0.8
Cc1ccc(CNC(=O)c2ccc(N3CCc4ccccc43)c([N+](=O)[O-])c2)cc1,8%,0%,11%,9%,0.9,3.3%,0.9,62,i,4,i,1.2
CC(/C=N/NC(=O)c1nnn(-c2nonc2N)c1CN(C)C)=C\c1ccco1,-3%,4%,0.6%,4%,nt,-2.4%,1.6,44,i,14,i,0.3
CC12CC3CC(C)(C1)CC(C(=O)Nc1nncs1)(C3)C2,7%,10%,7.1%,-4%,nt,0.4%,2.2,54,i,60,i,0.4
O=C(c1cc2ccccc2oc1=O)N(Cc1ccco1)C1CCS(=O)(=O)C1 (centres undefined),12%,-3%,0.2%,-9%,1.1,1.9%,-1.6,47,i,31,i,0.7
Cc1cccc(C)c1NC(=O)C1(NC(=O)C2CCCN2C(=O)OC(C)(C)C)CCCCC1 (centres undefined),5%,9%,-1.5%,-8%,1.1,0.6%,0.3,78,i,56,i,1.4
C[C@@H]1CC=C[C@H]2[C@H]1C(=O)N(Cc1ccccc1)[C@H]2c1ccoc1,9%,8%,0.4%,-5%,nt,-0.5%,-1.9,91,nt,nt,i,1.9
Cc1ccc(-c2ccnc(-c3ccc(O)cc3)n2)cc1,7%,-1%,1.5%,-6%,1,3.4%,4.2,50,i,50,i,0.0
O=C(CCc1nc2ccccc2c(=O)[nH]1)NCc1ccco1,2%,17%,-0.3%,2%,1,-0.1%,0.3,33,i,28,i,0.7
Cn1c(=O)[nH]c(=O)c2c1nc(N1CCCCC1)n2C/C=N/NC(=O)c1cc(Br)ccc1O,4%,17%,3.5%,0%,nt,0.9%[50 µM],-1.3,38,i,58,i,0.1
CCCN1CCC(=O)N([C@H](CSc2ccc(Br)cc2)Cc2ccccc2)CC1,4%,19%,-3.6%,7%,nt,0.6%,10,89,nt,nt,+,4.7*
COc1ccc(NC(=O)CCC(=O)c2cccs2)cc1S(=O)(=O)Nc1ccc(Cl)cc1,2%,2%,2.2%,1%,1.1,5.0%,-1.4,47,i,56,i,0.4
COc1ccc(CCNC(=O)COC(=O)/C=C/c2cccc(F)c2)cc1,4%,nt,nt,nt,nt,0.5%[50 µM],1.9,75,i,35,i,0.2
Cc1cc(C)n(-c2ccc(C(=O)OCn3nnc4ccccc4c3=O)cc2)n1,-3%,16%,0.8%,0%,1,0.1%,1.0,43,i,20,i,0.8
CN1CCN(C(=O)CSc2nc3ccc(NC(=O)c4ccccc4F)cc3s2)CC1,11%,10%,-0.7%,0%,nt,0.7%,2.0,56,i,62,i,0.3
COc1ccc2oc(-c3ccc(C)c(NC(=O)CSc4ccc(Cl)cc4)c3)nc2c1,8%,2%,1.4%,-8%,1.1,-1.6%,1.7,66,i,10,+,34*
CSCCC(NC(=O)COc1ccccc1)C(=O)N1CCN(c2ccccc2Cl)CC1 (centres undefined),1%,5%,1.8%,-5%,nt,-0.3%[50 µM],-0.4,51,i,16,i,1.0
O=Cc1ccc(OC(=O)/C=C/c2ccccc2)cc1,4%,20%,-0.8%,2%,nt,0.1%,3.9,85,i,32,i,0.2
COc1ccccc1NC(=O)C1=C(C)NC(=O)NC1c1ccccc1[N+](=O)[O-] (centres undefined),6%,8%,1.1%,-1%,1,0.3%,-0.5,52,i,23,i,1.1

# (more compounds)
SMILES,MgcRacGAP inhibition,Large T inhibition,RSV antiviral HEp-2,PhoP inhibition,TNAP activators,UTI89 phage lysis,NTR1 agonist,NTR1 agonist cell count 20 µM,T cell HTS,T cell HTS vesicle-bound %,Myeloid diff 2,Myeloid diff 2 GFP+ MAC1+ %
Cc1cccc(OCCCC(=O)NC(C)C)c1,3%,4%,0.7%,-2%,1.1,0.4%,-0.3,80,i,21,i,1.3
O=C(CN1CCN(CCC(=O)Nc2ccccc2F)CC1)Nc1ccc(Cl)cc1,-1%,1%,1.4%,3%,1,-0.4%,2.1,59,i,39,i,1.2
Cc1ccc(C)c(-n2c(=O)c(C#N)cc3c(=O)n4ccccc4nc32)c1,4%,17%,2.1%,-9%,1.1,-0.3%,0.9,41,i,22,i,0.1
CNC(=O)c1ccccc1Sc1ccccc1CO,3%,10%,1.3%,-6%,nt,0.4%,0.7,57,i,36,i,0.8
O=C(NC1CCCC1)C(c1ccccn1)N(C(=O)c1csnn1)C1CC1 (centres undefined),7%,9%,-0.4%,27%,1.1,0.5%,-1.2,90,i,36,i,0.9
O=C(/C=C/c1cccs1)NNC(=O)c1cccc([N+](=O)[O-])c1,-5%,nt,nt,nt,nt,4.5%,2.0,46,i,46,i,0.8
COc1ccc(NC(=O)COC(=O)COc2cccc(Br)c2)cc1OC,8%,27%,0.4%,-3%,1.1,0.3%,-0.3,57,i,26,i,0.3
Fc1cccc(CCN2CCNC[C@@H]2Cc2ccccc2)c1,6%,2%,-1.8%,nt,nt,4.7%,-0.3,66,i,47,i,1.5
O=C(Nn1cnnc1)c1ccccc1-c1ccccc1,5%,4%,1.5%,-10%,1.1,i,-1.3,59,i,39,i,0.5
COC(=O)C12CCC3(SCCS3)C(C(=O)OC)(CCC13SCCS3)C2,6%,16%,4.3%,-3%,0.8,1.0%[50 µM],-1.7,62,i,25,i,0.5
O=C(O)C1Nc2c(C(F)(F)F)ccc(Cl)c2C2C=CCC12 (centres undefined),-3%,17%,0.7%,nt,nt,0.3%,0.4,93,i,36,i,1.6
O=c1ccc(=O)n(-c2ccccc2)[nH]1,2%,8%,1.0%,-7%,nt,0.7%,-1.0,40,i,25,i,0.7
CC(=O)Nc1cccc(Oc2nc(C)cc(C)c2C#N)c1,-5%,2%,1.2%,3%,1.1,1.1%,-1.9,98,i,42,i,1.2
N#CCn1c(C2CCCCC2)nc2ccccc2c1=O,13%,4%,-0.7%,18%,1.2,-0.1%,-2.5,93,i,31,i,1.4
O=C(CCc1ccccc1)NC1CCS(=O)(=O)C1 (centres undefined),0%,nt,nt,nt,nt,0.5%[50 µM],-0.2,62,nt,nt,i,1.3
Cc1ccc(N2C(=O)C3CCC(C)(C2=O)C3(C)C)cc1 (centres undefined),-1%,1%,nt,-5%,nt,-0.3%,-1.0,48,i,39,i,0.5
Oc1ccc(C2C=C(c3ccc(F)cc3)Nc3ncnn32)cc1 (centres undefined),-4%,nt,nt,-13%,nt,0.3%,nt,nt,nt,nt,i,1.3
COc1cccc(C(=O)NCC(=O)N/N=C(\C)Cc2ccccc2)c1,9%,9%,1.6%,-12%,nt,0.6%,0.6,56,i,9,i,1.5
CNC(=O)CCC(=O)Nc1ccc(C(=O)OC)cc1,8%,1%,0.7%,-2%,1.1,0.7%,2.1,78,i,44,i,1.2
CN(C)c1cccc(C(=O)NNC(=S)NC2CCCC2)c1,5%,14%,18%,-11%,2.6,-0.1%,0.9,55,i,5,i,0.6
c1ccc(SCCCCN2CCOCC2)cc1,10%,6%,-0.3%,8%,nt,-0.1%,0.4,70,i,32,i,0.4
Cc1cnc(NC(=O)CN2CCN(c3ccccn3)CC2)s1,2%,11%,1.9%,-3%,1,-1.6%,0.3,55,i,43,i,1.1
O=C(O)c1cc(N2C(=O)CCC2=O)ccc1NCc1cccnc1,-10%,9%,0.3%,-4%,nt,0.4%,-0.6,63,i,9,i,0.8
O=C(OCc1ccc([N+](=O)[O-])cc1)c1ccc2ccccc2n1,9%,7%,1.9%,-1%,nt,-0.9%[50 µM],-1.4,53,i,32,i,0.0
O=C(Nc1cccc(-c2cccc(F)c2)c1)C1CCN(C2CCOCC2)CC1,14%,12%,-3.5%,-2%,nt,7.8%,0.8,64,i,26,i,6.0
COC(CNC(=O)CCCn1nnnc1CN1CCOCC1)c1cccs1 (centres undefined),-2%,nt,nt,nt,nt,0.0%,-0.1,38,nt,nt,i,0.0
O=C(NCc1cccnc1)c1cccc(C(F)(F)F)c1,15%,3%,1.3%,-6%,1.1,1.6%,-0.3,91,i,30,i,8.5
Cc1ccc(S(=O)(=O)CC(=O)NC2CC2)cc1,-4%,1%,0.0%,6%,1.1,-0.3%,-0.2,68,i,35,i,2.1
